Screens: PubChem BioAssay, Broad Institute
C2C12 statin: suppressors of simvastatin-induced myotoxicity in C2C12 myotubes; ATP luminescence, 48 h; scaled: DMSO 0, geranylgeraniol control 100; rescue of ATP level, % at 7.49 µM; hit rate 0.78% among 330,000;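 active means mean ATP rescue above about 67%, or every replicate alone reaching that limit, limit read from the data, passing the limit was not always enough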;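 further: myotubes were challenged with 10 µM simvastatin during compound exposure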
miR122 inh: blocks miR-122 activity in Huh7 sensor cells. Huh7 miR-122 Renilla luciferase sensor, 48 h; neutral wells = 0, positive control = 100. activation (reporter increase), % at 12.5 µM. hit rate 0.3% among 340,000. AID 602342;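 active means mean replicate activation score at least 90 and every replicate individually at or above 90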;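 further: higher luciferase means less miR-122 activity so hits act as miR-122 inhibitors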
ARNT-TACC3 inh: disruptors of human ARNT/TACC3 interaction. inhibition, % at 9.99 µM. AlphaScreen His-ARNT PAS-B/GST-TACC3 binding, luminescence; TACC3 fragment carries E629A point mutation. hit rate 0.66% among 390,000. Q9Y6A5;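 active means mean inhibition of replicates at least 50% and at least half of replicates each reaching 50%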;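 further: 0% = complete ARNT plus TACC3 wells and 100% = ARNT alone without TACC3; many hits fall short of the cut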
esBAF inh: blocks esBAF chromatin remodeling in mouse ES cells; reporter increase, % at 12.5 µM; Bmi1-luciferase knock-in reporter, 24 h; 100% = twice the neutral-well signal; hit rate 2% among 350,000; in the data active means activation above about 40%;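 further: 0% = median of the plate's neutral control wells and 100% = double that signal; a rise in the Bmi1 reporter signal indicates esBAF inhibition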
SIRT5 inh: inhibitors of human sirtuin-5 desuccinylase. Q9NXA8. Purified SirT5, succinyl-peptide AMC, trypsin-coupled fluorescence. inhibition, % at 15 µM. hit rate 1.1% among 330,000; in the data active means inhibition above about 15%
Target sequence (Q9NXA8 whole entry, looked up): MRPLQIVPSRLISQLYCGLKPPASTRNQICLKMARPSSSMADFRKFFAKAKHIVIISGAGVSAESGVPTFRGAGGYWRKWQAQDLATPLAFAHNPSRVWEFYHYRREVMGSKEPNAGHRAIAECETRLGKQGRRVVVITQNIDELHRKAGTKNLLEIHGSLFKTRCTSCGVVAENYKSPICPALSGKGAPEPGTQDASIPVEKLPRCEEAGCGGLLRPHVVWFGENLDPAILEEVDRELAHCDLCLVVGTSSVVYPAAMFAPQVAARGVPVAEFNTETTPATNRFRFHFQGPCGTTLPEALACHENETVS
ERp5 inh: ERp5 (human) disulfide isomerase inhibition. Q15084. ERp5 insulin aggregation, absorbance 650 nm, 90 min. inhibition, % at 9.99 µM. hit rate 0.05% among 350,000. AID 651711;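 active means mean replicate inhibition above about 25%, with every replicate also reaching it, limit read from the data, passing the limit was not always enough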
Target sequence (Q15084 whole entry, looked up): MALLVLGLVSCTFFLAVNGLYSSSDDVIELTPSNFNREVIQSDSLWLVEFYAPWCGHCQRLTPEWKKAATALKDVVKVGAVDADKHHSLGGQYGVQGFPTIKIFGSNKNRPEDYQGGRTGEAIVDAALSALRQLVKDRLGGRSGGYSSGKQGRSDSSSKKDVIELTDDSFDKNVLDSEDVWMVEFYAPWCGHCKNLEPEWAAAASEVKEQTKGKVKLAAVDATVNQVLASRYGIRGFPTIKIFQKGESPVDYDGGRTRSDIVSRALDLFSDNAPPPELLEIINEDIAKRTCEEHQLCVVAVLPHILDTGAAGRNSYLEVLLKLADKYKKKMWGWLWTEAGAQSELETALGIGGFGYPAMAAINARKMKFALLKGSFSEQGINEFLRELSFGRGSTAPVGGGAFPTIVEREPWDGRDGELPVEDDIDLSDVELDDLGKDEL
Cneo AK release: causes C. neoformans cell lysis | adenylate kinase release luminescence, 4 h; normalised: neutral wells 0, clomiphene wells 100 | lysis activity, % at 15 µM | hit rate 0.2% among 360,000;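 active means mean lysis activity across replicates of at least 80%, whatever share of replicates individually reach that level; inactive means mean lysis activity below 80%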
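read-out = cell lysis signal | test system = log-phase Cryptococcus neoformans yeast cells | input = cells at 5 × 10^6 per mL | medium = fresh YPD growth medium | signal = luminescent adenylate kinase detection reagent | timing = 4 h at 37 °C static, read 1 h later | dosing = single dose | controls = Clomiphene as positive lysis control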
The depositor's hits bear a star; . = not tested or not shown; & = joins results of further samples; [ ] = dose if it differs, or a comment.

SMILES	C2C12 statin	miR122 inh	ARNT-TACC3 inh	esBAF inh	SIRT5 inh	ERp5 inh	Cneo AK release
Cc1ccc(OCCC(=O)NNC(=O)c2cc(C)oc2C)cc1	-6	0	5	-4	1	1	-9
COc1ccccc1NC(=O)CSc1nnc(C2CCCCC2)n1N	-1	-4	-3	-3	-2	0	0
COc1ccc(S(=O)(=O)Nc2ccc3c(c2)C(=O)N([C@@H](C)CO)C[C@@H](C)[C@@H](CN(C)Cc2ccncc2)O3)cc1	-4	3[16.7 µM]	-2	-2	-14	4	0
CC(NC(=O)c1ccccc1Br)c1ccc2c(c1)CCCC2 (stereo not drawn)	-13	-1	-19	-6	.	.	1
COc1ccc(NC(=O)N(C)C[C@@H]2OCCCC[C@@H](C)Oc3ccc(NC(=O)C4CCCCC4)cc3C(=O)N([C@H](C)CO)C[C@@H]2C)cc1	.	9[16.7 µM]	0	-5	-4	-3	-1
O=C(CCN1CCCCC1)N[C@H]1CC[C@@H](CCNS(=O)(=O)c2ccc(F)cc2)O[C@@H]1CO	2	.	-6	-5	-3	-3	2
COc1ccc(C(C)NC(=O)C23CC4CC(CC(C4)C2)C3)cc1 (stereo not drawn)	5	12	-15	-10	0	0	0
COc1ccc(NC(=O)Nc2ccc3c(c2)C(=O)N([C@H](C)CO)C[C@H](C)[C@@H](CN(C)Cc2ccc(Cl)c(Cl)c2)OCCCC[C@@H](C)O3)cc1	-15	-12	0	12&-4	-3&9	-6&-5	0&4
COCCCNC(=O)CS(=O)(=O)Cc1nc(-c2cccc(OC)c2)oc1C	-1	-8	-16	8	.	.	-1
Cc1ccc(-n2ncc(C#N)c2N)cc1	7	-7	-7	4	-1	4	.
CNc1nc(-c2ccc3c(c2)CCN3C(=O)c2ccc(F)cc2)cs1	5	-9	9	52*	.	.	0
O=C(Nc1c(C(=O)N2CCOCC2)cnn1-c1ccccc1)c1ccco1	-16	4	5	-4	.	.	3
CC1CC(C)CN(CCCNC(=O)c2cn(C)c3ccc(S(=O)(=O)N4CCCC4)cc3c2=O)C1 (stereo not drawn)	.	.	1	.	0	0	0
COc1ccc(-c2cn(CC[C@H]3CC[C@@H](NC(=O)NC(C)C)[C@@H](CO)O3)nn2)cc1	0	.	-4	1	-1	-6	3
CN(C)CC(=O)N[C@H]1C=C[C@@H](CC(=O)NCc2ccccc2F)O[C@@H]1CO	2	.	-2	-1	-3	1	4
CCOc1ccc(Br)cc1S(=O)(=O)Nc1ccc(Cl)c(S(=O)(=O)N(C)C)c1	.	0	-8	.	.	.	-2
Cc1cc(C(=O)CCC(=O)N2CCN(S(=O)(=O)c3ccccc3)CC2)c(C)s1	24	-5	6	-3	1	0	-2
C[C@@H]1CN([C@H](C)CO)C(=O)c2cc(NC(=O)c3ccncc3)ccc2O[C@@H](C)CCCCO[C@@H]1CN(C)Cc1ccncc1	.	-1[16.7 µM]	-4	.	-2	-3	-1
O=C(/C=C/[C@H]1O[C@@H](n2cnc3c(NC(=O)c4ccccc4)ncnc32)[C@H](O)[C@@H]1O)NCc1ccco1	2	-5	.	-2	-8	4	0
COc1ccc(NC(=O)N(C)C[C@@H]2Oc3ccc(NC(=O)c4ccncc4)cc3C(=O)N([C@H](C)CO)C[C@H]2C)cc1	9	-4[16.7 µM]	6	5	-3	6	1

Single records (already shown):
Results for `COc1ccc(NC(=O)N(C)C[C@@H]2Oc3ccc(NC(=O)c4ccncc4)cc3C(=O)N([C@H](C)CO)C[C@H]2C)cc1` → C2C12 statin = 9; miR122 inh = -4[16.7 µM]; ARNT-TACC3 inh = 6; esBAF inh = 5; SIRT5 inh = -3; ERp5 inh = 6; Cneo AK release = 1
Results for `COc1ccc(NC(=O)N(C)C[C@@H]2OCCCC[C@@H](C)Oc3ccc(NC(=O)C4CCCCC4)cc3C(=O)N([C@H](C)CO)C[C@@H]2C)cc1` → C2C12 statin = .; miR122 inh = 9[16.7 µM]; ARNT-TACC3 inh = 0; esBAF inh = -5; SIRT5 inh = -4; ERp5 inh = -3; Cneo AK release = -1
Results for `CC(NC(=O)c1ccccc1Br)c1ccc2c(c1)CCCC2` (stereo not drawn) → C2C12 statin = -13; miR122 inh = -1; ARNT-TACC3 inh = -19; esBAF inh = -6; SIRT5 inh = .; ERp5 inh = .; Cneo AK release = 1

(next part)
SMILES	C2C12 statin	miR122 inh	ARNT-TACC3 inh	esBAF inh	SIRT5 inh	ERp5 inh	Cneo AK release
Cc1noc(C)c1COC(=O)c1cccc(S(=O)(=O)N2CCOCC2)c1	6	.	3	9	-4	1	1
COC(CNS(=O)(=O)c1ccc(Cl)cc1)c1ccccc1 (stereo not drawn)	5	29	-9	-6	-1	4	0
O=c1c2cc3c(=O)n(-c4ccccc4O)c(=O)c3cc2c(=O)n1-c1ccccc1O	.	2	11	.	-3	-5	.
CCNc1nc2c(c(=O)[nH]c(=O)n2C)n1Cc1ccc(F)cc1	3	-6	-1	-9	-6	-1	3
Cc1ccc(C)n1-c1nc(=S)[nH][nH]1	2	-1	-5	-6	.	.	-1
COCCCNC(=O)C1CCN(c2ncccn2)CC1	1	0	2	-4	-2	11	-1
COCC(=O)N[C@H]1CC[C@H](CC(=O)NCc2ccc(Cl)cc2)O[C@@H]1CO	-2	.	34	-2	1	12	-2
Cc1ccc(C(=O)N2CCOCC2)cc1[N+](=O)[O-]	.	-4	-5	.	.	.	0
COC(=O)c1sc(N)c(C(=O)OC)c1CSc1nnnn1C	1	-3	-3	1	.	.	1
NC(=O)c1nsc(C(=O)N(Cc2cccnc2)C(C(=O)NCc2ccc(F)cc2)c2ccc(O)cc2)c1N (stereo not drawn)	16	-8	0	5	-2	-5	-1
COCCn1c(-c2ccccc2)cnc1N	7	4	51*	2	.	.	2
Cc1ccc(NC(=O)C2CCN(S(=O)(=O)c3cccs3)CC2)cc1	0	-3	-4	1	-1	-1	.
CCc1ccc(/C=C2/SC(=S)N(CC(=O)Nc3nc4ccccc4s3)C2=O)cc1	30	-3	-2	14	.	.	5
COc1ccc(OC)c(NC(=O)c2csc(Cl)c2OC)c1	-13	.	13	1	-4	-1	-1
Cc1ncoc1C(=O)N1CCCC(C(=O)c2ccc(C(F)(F)F)cc2)C1 (stereo not drawn)	-1	3	-2	31	-3	-5	2
Cc1cccc(OCCSc2cc(C)nc(N)n2)c1	9	-2	-1	17	.	.	1
Cc1ccc(Nc2nc(NCCCN3CCOCC3)nc(N)c2[N+](=O)[O-])cc1	.	-6	.	.	.	3	-1
Cc1ccccc1-c1cnc2c(c1)C(=O)N([C@@H](C)CO)C[C@H](C)[C@H](CN(C)C(=O)c1cccnc1)O2	5	-1[16.7 µM]	15	0	-1	-2	1
O=C(CCc1nnc(CCCCc2ccccc2)o1)NCCC1CCCCO1 (stereo not drawn)	13	-4	-7	-2	-8	-5	.
CC(=O)Nc1cccc(/C(C)=N/NC(=O)c2ccc(CN3CCOCC3)cc2)c1	.	-1	.	.	-2	5	.
COC(=O)C1CSC(C(=O)OC)N1C(=O)Nc1ccccc1 (stereo not drawn)	-11	-1	0	1	.	.	1
COc1ccccc1C(=O)NCCC(=O)NNC(=O)C1COc2ccccc2O1 (stereo not drawn)	-9	.	-1	-2	-2	-10	.
COc1ccc(OC)c(NC(=O)N2CCCC(C)C2)c1 (stereo not drawn)	-3	.	3	1	-1	-4	0
C[C@H]1CN([C@@H](C)CO)S(=O)(=O)c2ccc(C#CC(C)(C)O)cc2O[C@@H]1CN(C)C(=O)CN(C)C	9	-11[16.7 µM]	-3	0	-5	-2	1
C=CCNC(=O)c1ccc(Cn2c(=S)[nH]c3cc4c(cc3c2=O)OCO4)cc1	-2	-2	-10	14	.	.	-1
Cc1cccc(NC(=O)c2cccc(S(=O)(=O)Nc3ccccc3C(=O)O)c2)c1	-2	-3	2	-1	1	-1	5
C[C@H]1CN([C@@H](C)CO)C(=O)c2cccc(NC(=O)Nc3ccc(F)cc3)c2O[C@H]1CN(C)Cc1ccc(C(F)(F)F)cc1	46	17[16.7 µM]	-3	2	3	-1	-1
Cc1c(NS(=O)(=O)c2cccc(C(=O)N3CCC(C(N)=O)CC3)c2)c(=O)n(-c2ccccc2)n1C	3	13	.	-1	.	-5	2
C[C@@H]1CN([C@H](C)CO)C(=O)Cc2cc(NC(=O)Nc3ccc4c(c3)OCO4)ccc2O[C@H]1CN(C)C(=O)Nc1ccccc1	-2	-3[16.7 µM]	7	-1	.	.	-3
CN(C)c1ccc(C=NC(CO)C(O)c2ccc([N+](=O)[O-])cc2)cc1 (stereo not drawn)	.	.	5	.	-7	2	.
COc1ccc(Cc2nnc(NCCO)[nH]c2=O)cc1	-4	-6	1	-4	-3	-3	-1
CC(C)(C)N=C1NN=C(c2ccc(Cl)cc2)CS1	.	.	-1	.	5	7	.
N#Cc1ccc(OCC(=O)Nc2ccc(N3CCCC3)cc2)cc1	-25	-6	0	-1	-2	.	1
COc1ccccc1C(=O)N/C(=C\c1ccc2c(c1)OCO2)C(=O)NCCc1nc2ccccc2[nH]1	5	-2	-3	-1	-5	0	0
Cc1ccc(CNC(=O)CN2CCN(c3ccc(F)cc3)CC2)cc1	3	6	-1	-14	1	3	5
COc1ccc(C(=O)Nc2cccnc2)cc1OC	6	.	0	-2	.	.	-3
CCC(C)NC(=O)CSc1n[nH]c(=O)n1CCc1ccccc1 (stereo not drawn)	-19	.	-1	3	1	3	0
O=C(Nc1nnc(Cc2ccccc2)s1)c1cccnc1	.	.	2	.	0	-4	.
COc1cc(C(=O)OCC(=O)N2CC(C)OC(C)C2)cc(OC)c1OC (stereo not drawn)	2	-3	-10	1	9	7	0
CCc1nonc1NC(=O)c1oc2ccccc2c1C	15	0	-11	29	-2	0	5
O=C(NC1CCCCC1)C(c1ccccn1)N(C(=O)c1csnn1)C1CC1 (stereo not drawn)	.	-5	0	.	-2	-8	.
Cc1nc2ccc(NC(=O)c3ccco3)cc2s1	.	.	-7	.	1	1	.
COC(=O)c1ccc(SCC(=O)NCc2ccccc2)c([N+](=O)[O-])c1	-2	-1	-6	1	-1	19	1
CC(=O)OC(C)C(=O)NS(=O)(=O)c1ccc(C)cc1 (stereo not drawn)	.	-3	0	.	.	-59	2
COc1cccc(NC(=O)N(C)C[C@@H]2Oc3cc(C#Cc4ccncc4)ccc3S(=O)(=O)N([C@@H](C)CO)C[C@@H]2C)c1	.	6[16.7 µM]	-4	8	5	0	-7
COc1ccc2c(c1)CCC1C2=NN(/C(C)=C/C(C)=O)C1c1cccc(F)c1 (stereo not drawn)	5	21	0	30	-2	3	-1
Cc1ccc(C)c(NC(=O)C2CC(=O)N(C3CCCCC3)C2)c1 (stereo not drawn)	-10	.	8	2	5	5	4
O=S(=O)(c1ccc(Cl)s1)N1CCCCC1	-1	-4	2	-3	-1	8	2
Cc1ccccc1S(=O)(=O)N1[C@@H]2c3cccc(=O)n3C[C@H]1[C@H](CO)[C@H]2C(=O)N1CCOCC1	4	2[16.7 µM]	-6	-1	8	-12	1
CN(C)/N=C/C=C1\CC/C(=C\c2ccc(Br)cc2)C1=O	-1	3	-1	20	.	.	-1
Cc1c(C(=O)NCc2nnc(-c3ccccc3)o2)oc2c(F)cccc12	4	-3	-13	-4	-2	4	-1
Cc1ccccc1OCC(=O)N/N=C/c1cccc2cccnc12	-12	.	65*	-4	2	0	0
CN(Cc1ccccc1)c1nnc(N)s1	-3	.	-13	-1	.	3	-1
CCOC(=O)N1CCN(S(=O)(=O)c2ccc(C(=O)N(CCCN(C)C)c3nc4c(F)cc(F)cc4s3)cc2)CC1	5	-5	6	.	0	3	1
Cc1onc(-c2ccccc2Cl)c1C(=O)N1CCc2ccccc2C1	20	5	3	-1	.	.	-1
Cc1ccc(NC(=O)CCc2c(C)nn(-c3ccc(N4CCCCC4)nn3)c2C)cc1	-8	.	9	38	2	7	0
CCCC#Cc1ccc2c(c1)O[C@@H](CN(C)C(=O)NC(C)C)[C@H](C)CN([C@H](C)CO)S2(=O)=O	8	8[16.7 µM]	-6	1	.	-4	3

Shown with values under each structure: entries from further up.
Value order: C2C12 statin | miR122 inh | ARNT-TACC3 inh | esBAF inh | SIRT5 inh | ERp5 inh | Cneo AK release
Cc1ccccc1S(=O)(=O)N1[C@@H]2c3cccc(=O)n3C[C@H]1[C@H](CO)[C@H]2C(=O)N1CCOCC1
    4 | 2[16.7 µM] | -6 | -1 | 8 | -12 | 1
CN(C)/N=C/C=C1\CC/C(=C\c2ccc(Br)cc2)C1=O
    -1 | 3 | -1 | 20 | . | . | -1
